aSyn 5UTR inh = MLPCN primary screen, SNCA 5' untranslated region. inhibition, % (tested at 7.5 µM). AID 1813, 2009. alpha-synuclein 5'UTR reporter, inhibitor activity. hit rate 0.82% among 300,000; in the data active = inhibition above about 60%;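 also: H4 neuroglioblastoma cells stably carrying SNCA 5'UTR luciferase fusion; 0% = DMSO wells and 100% = positive control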
IEC-6 cytotox = cytotoxicity in IEC-6 intestinal epithelial cells, primary screen, cytotoxicity control for KLF5 inhibitor project, cell-based, luminescence; AID 1825, 2009; IEC-6 cytotoxicity, luminescence viability; inhibition, % at 5 µM; hit rate 0.78% among 290,000; in the data active = inhibition above about 22%;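 also: 0% = plate median of test compound wells and 100% = cytotoxic reference compound wells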
HSF-1 act = HSF-1 activators, primary screen, NIH3T3-HGL cells, MG132 stress, luminescence, single point; activation, % at 9 µM; hit rate 1.7% among 300,000; NIH3T3-HGL HSF-1 luciferase reporter, 8 h; 100% = twice DMSO control signal;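 active = mean replicate activation of at least 50% with a set share of replicates each reaching 50%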;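 also: 0% = median of the neutral control wells and 100% = twice that signal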
AI-2 QS mod = Vibrio harveyi AI-2 quorum sensing modulators, primary screen, JMH597 strain, luminescence/OD600 ratio. Vibrio harveyi JMH597 AI-2 luminescence/OD600 ratio, 9 h; active compounds read low; strain lacks LuxN and CqsS sensors; 0 = neutral-control median. activity change, % at 7.5 µM. hit rate 0.4% among 300,000; in the data active = activity change below about -75%, passing the limit was not always enough;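 also: luminescence divided by OD600 gain over 9 h not by final OD600 alone; inactives centre near 13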
KLF5 inh = KLF5 expression inhibitors, primary screen, DLD-1 cells, luminescence | DLD-1 KLF5 promoter-luciferase reporter | inhibition, % at 5 µM | hit rate 0.23% among 290,000 | AID 1700, 2009;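 active = inhibition above a per-plate limit of that plate's mean compound inhibition plus 3 SD, cut at about 60% in these data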;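 also: 0% = DMSO wells and 100% = LY294002 at 200 µM; higher means less KLF5 promoter-driven luciferase light; inactives centre near -14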
GSK3beta inhib = human GSK3beta kinase inhibitors, primary screen, biochemical, cell-free homogeneous, HTS; Glycogen synthase kinase-3 beta (Homo sapiens), P49841; GST-GSK3beta kinase, ADP-Glo luminescence, 60 min; active compounds read low; activity score (negative = inhibition), % at 10 µM; hit rate 0.038% among 300,000; AID 2097, 2009;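 active = more than half of replicate wells score below -50%, meaning over 50% inhibition versus plate controls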;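 also: 0% = median DMSO wells and -100% = median GW8510 positive control wells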
Target sequence (P49841 whole entry, looked up): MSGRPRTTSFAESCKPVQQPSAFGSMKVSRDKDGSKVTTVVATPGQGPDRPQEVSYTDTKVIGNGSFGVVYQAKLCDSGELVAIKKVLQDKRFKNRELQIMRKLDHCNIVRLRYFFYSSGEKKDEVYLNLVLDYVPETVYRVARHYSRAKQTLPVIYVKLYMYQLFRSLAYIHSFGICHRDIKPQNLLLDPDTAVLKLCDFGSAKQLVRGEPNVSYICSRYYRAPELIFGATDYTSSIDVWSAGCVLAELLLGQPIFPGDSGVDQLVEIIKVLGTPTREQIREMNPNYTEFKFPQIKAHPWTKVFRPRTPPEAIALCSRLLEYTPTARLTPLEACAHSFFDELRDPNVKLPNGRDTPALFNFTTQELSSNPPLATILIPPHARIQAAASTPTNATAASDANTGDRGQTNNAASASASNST
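test system = GST-tagged human GSK3beta kinase, cell-free | reagent = 25 µM ATP with peptide substrate | dosing = one dose of 10 µM per compound | schedule = 60 min reaction, RT | detection = luminescent ADP-Glo measurement of ADP formed | control set = DMSO neutral wells and GW8510 at 20 µM as positive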
HIF activator = HIF pathway transcriptional activators, primary screen, cell-based, U2OS HRE-luciferase, luminescence. hit rate 0.32% among 300,000. U2OS HRE-luciferase reporter; normalized: DMSO 0%, desferrioxamine 100%. activation, % at 7.5 µM (by protocol);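 active = mean activation of at least 10% of the iron chelator positive control signal, with at least half of replicates also reaching 10%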
GSK3A inh = blockers of GSK3A enzyme activity – biochemical, luminescence, cell-free homogeneous, HTS, primary screen; hit rate 0.1% among 320,000; inhibition, % at 10 µM; AID 2650, 2010; Glycogen synthase kinase-3 alpha (Homo sapiens), P49840; GSK-3 alpha kinase, ADP-Glo luminescence, 60 min;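 in the data active = inhibition above about 50%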;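 also: GST-tagged GSK-3 alpha with peptide substrate and 25 µM ATP; 0% = DMSO neutral wells and 100% = GW8510 positive control wells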
Target sequence (P49840 whole entry, looked up): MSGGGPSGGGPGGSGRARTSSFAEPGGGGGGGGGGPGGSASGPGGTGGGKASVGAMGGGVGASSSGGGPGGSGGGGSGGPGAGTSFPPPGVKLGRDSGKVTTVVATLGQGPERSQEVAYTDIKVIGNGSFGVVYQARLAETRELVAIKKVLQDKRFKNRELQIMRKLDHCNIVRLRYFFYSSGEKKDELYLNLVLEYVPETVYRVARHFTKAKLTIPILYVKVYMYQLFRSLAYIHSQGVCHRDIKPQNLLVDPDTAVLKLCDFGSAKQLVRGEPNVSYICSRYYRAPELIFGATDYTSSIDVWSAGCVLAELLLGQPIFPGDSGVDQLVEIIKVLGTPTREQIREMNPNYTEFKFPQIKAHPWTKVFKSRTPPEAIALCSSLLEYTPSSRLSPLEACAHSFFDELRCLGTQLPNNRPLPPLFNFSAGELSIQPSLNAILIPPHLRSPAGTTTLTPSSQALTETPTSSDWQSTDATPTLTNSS
HSP90 inh = HSP90 inhibitors, primary screen, cell lysate, luminescence | AID 1789, 2009 | inhibition, % at 5.6 µM | Heat shock protein HSP 90 (rabbit reticulocyte lysate; luciferase refolding) | Rabbit reticulocyte lysate, luciferase refolding luminescence, 3 h | hit rate 0.91% among 290,000;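 active = inhibition above the screen-wide mean plus 3 SD, computed separately per campaign, cut at about 16% in these data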;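 also: 0% = DMSO wells and 100% = 60 µM geldanamycin wells; inhibitors lower the luminescence because luciferase stays unfolded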
HSF1 inhib = HSF1 inhibitors in luciferase reporter cells, primary screen, cell-based, NIH3T3, luminescence; AID 2098, 2009; activity change, negative = inhibition, % at 7.5 µM (by protocol); hit rate 0.77% among 300,000; NIH3T3-HGL HSE-luciferase, MG132-induced, luminescence 8 h; active compounds read low;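 active = more than half of replicate wells show activity change below -50%, luminescence cut by over half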;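 also: luciferase reports HSF-1 transcriptional activity via heat shock element; 0% = median of DMSO wells and -100% = zero luminescence signal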
* marks the source's active call; other numbers are inactive results; . = no result given. Outcome played no part in choosing rows; any-hit rate near 4.7%.

canonical_smiles	aSyn 5UTR inh	IEC-6 cytotox	HSF-1 act	AI-2 QS mod	KLF5 inh	GSK3beta inhib	HIF activator	GSK3A inh	HSP90 inh	HSF1 inhib
CCCn1nnnc1NCc1cccn1C	5	0	-10	17	-1	3	-0.5	-2	0	-8
CCCCc1cc(=O)oc2cc(OCC(=O)NCCN3CCOCC3)ccc12	18	2	-5	6	-30	-4	-0.1	-1	-1	-8
CCOc1ccc2oc(=O)cc(CN3CCN(C(=O)c4ccco4)CC3)c2c1	-6	-2	26	17	-6	0	-0.3	-1	1	16
Cc1ccc(C)c(S(=O)(=O)N2CCCC2CNC(=O)C(=O)NCc2ccccc2)c1 (stereo not drawn)	31	.	-10	11	.	-3	-0.3	-2	.	-1
CC(C)NC(=O)c1sc2nc3c(c(-c4cccs4)c2c1N)CN(C)CC3	4	-3	-10	10	-44	-2	0.4	.	4	-6
Cc1cc(C)n2nc(C(=O)N3CCCC(CNS(=O)(=O)c4cccs4)C3)cc2n1 (stereo not drawn)	6	-4	6	15	-19	3	-0.2	-3	-3	-6
Cc1c(-n2c(SCC(=O)N(C)C3CCS(=O)(=O)C3)nc3ccccc3c2=O)c(=O)n(-c2ccccc2)n1C (stereo not drawn)	-6	0	-36	18	-5	-1	-0.4	-2	-3	-20
Cc1cc2[nH]c(=O)c(=O)[nH]c2cc1S(=O)(=O)Nc1cccc(Cl)c1	10	-4	27	17	-29	1	-0.4	0	5	-7
CCOc1ccccc1N1CCN(C(=O)CNC(=O)c2sc3ccccc3c2Cl)CC1	24	8	-9	17	7	0	0.3	0	0	5
CSCCNC(=O)c1ccc2nc(Cc3ccccc3F)oc2c1	-130	7	18	4	-79	-5	3.3	1	-1	11
Cc1ccc2[nH]c(C(=O)NCCN3CCCC3)cc2c1	-7	5	-15	1	-10	2	0.4	-3	2	2
Cc1ccc(N2C(=O)CN=C2Nc2nc(C)cc(C)n2)cc1	5	-1	14	25	-21	2	0.1	-2	0	-5
Cc1cc(Cl)c2cc3ccccc3cc2n1	-10	5	-5	22	-34	1	-0.6	1	8	-8
O=S(=O)(c1ccc2ccccc2c1)N1CCCOC1	18	-1	8	6	7	1	0.0	-1	-1	-2
COc1cccc(-c2nc(CS(=O)(=O)CC(=O)N3CCN(c4ccccn4)CC3)c(C)o2)c1	26	-3	-2	1	-1	2	-0.1	0	-7	1
CCO[C@H]1OC(C(=O)N2CCN(Cc3ccccc3)CC2)=C[C@@H](c2coc3ccccc3c2=O)[C@@H]1CCCO	19	-8	-14	4	-2	0	-1.2	-2	-4	3
Cc1ccc(NC(=S)NC(=O)c2ccc(-c3ccccc3)cc2)c(C)c1	3	-1	29	21	-4	0	-0.4	-1	2	16
CN(C)/C=N/C(=S)Nc1ccc(F)cc1	-23	-2	-2	29	-22	0	-0.2	-1	-1	-1
Cc1nn(Cc2ccccc2)c(Cl)c1C(=O)NCc1ccc(C)n1C	-14	-5	9	-9	-7	0	0.1	-1	-5	8
COc1cccc(CNC(=O)CN2C(=O)c3ccccc3S2(=O)=O)c1	-13	.	1	-6	.	1	-0.5	-3	.	-6
O=C1C2CCCCN2C(=O)N1CCCCN1CCN(c2ccccc2Oc2ccccc2)CC1 (stereo not drawn)	-13	-1	2	13	-19	0	0.5	-4	-3	8
COc1cc(O)c(C(CCN2CCCC2)c2cc(OC)c(OC)c(OC)c2)c(OC)c1 (stereo not drawn)	12	.	-13	11	.	1	0.2	0	.	-1
Fc1cc(F)c(C2SCCN2C(=S)Nc2cccc(C(F)(F)F)c2)c(F)c1 (stereo not drawn)	11	1	-1	5	10	-1	0.0	0	4	8
COc1ccc(NC(=O)c2ccc(CN3CCc4ccccc4C3)cc2)cc1OC	-27	0	-4	25	-30	-2	0.9	2	-6	-3
COc1ccc(-c2noc(CCCC(=O)NC3CCCCC3)n2)cc1	28	1	24	8	-44	-2	-0.4	-1	5	5
CCCCCCCCCC(=O)N/N=C/c1ccc(C)s1	-10	3	-3	-4	-30	-2	-0.1	2	3	3
COc1cccc(-c2nnc3sc(-c4ccc(C)cc4)nn23)c1	5	-2	-5	13	4	-3	3.3	0	-3	-5
COc1cccc(NC(=O)CN2C(=O)NC(C)(CC(C)C)C2=O)c1 (stereo not drawn)	2	-1	-2	2	4	3	0.8	6	0	-4
O=C(NCc1ccccc1Cl)c1ccc(S(=O)(=O)Nc2cccc(C(F)(F)F)c2)cc1	16	2	7	50	2	-12	-0.6	-4	0	-4
O=C(Nc1ccc(Br)cc1)C1Cc2ccccc2O/C1=N\O (stereo not drawn)	-158	4	28	-13	-113	-2	3.2	0	7	16
O=C1CCC(C(=O)N2CCCCO2)CN1Cc1cccc(F)c1 (stereo not drawn)	-32	-7	-14	14	-6	0	0.7	-1	-1	6
O=C(CN1C(=O)S/C(=C\c2cccc(Cl)c2)C1=O)NCCCn1ccnc1	-15	-1	27	30	-15	0	-0.2	-3	-2	11
O=C(NCCCN1CCOCC1)c1ccc2nc(Cc3ccccc3F)oc2c1	8	-1	-10	8	-10	-1	1.2	.	-2	1
CCOC(=O)NC(NC(=O)OCC)C(=O)c1ccccc1	-5	-4	-16	12	9	1	-0.1	0	-2	-5
COc1cc(/C=N/NC(=O)c2cc(O)cc(O)c2)ccc1OC(=O)c1ccccc1	-4	-13	-1	44	-44	1	0.1	0	-6	1
COc1cccc(CN(C)C(=O)COc2ccc(C(=O)c3ccc(Cl)cc3)cc2)c1OC	3	3	19	-3	-12	1	-1.9	-2	5	1
CCCCn1c(SCC(=O)NC2CC2)nnc1-c1ccncc1	4	-2	-14	12	-8	-4	1.2	-1	0	-3
Cc1nnc(SCC(=O)NC2CCS(=O)(=O)C2)n1Cc1ccccc1 (stereo not drawn)	-4	6	-12	23	-17	1	-0.2	4	2	-10
Cc1oc(-c2ccccc2F)nc1CSCC(=O)NC1CCCC1	20	-5	-15	13	-20	0	0.1	-2	0	2
CCC(NC(=O)c1cc(COc2ccc(F)cc2Cl)on1)c1ccncc1 (stereo not drawn)	16	-4	4	8	-16	3	0.1	.	1	2
O=C(NC1CCCC1)c1ccc(CN2CCOCC2)cc1	-29	3	-6	-4	-7	-9	0.2	.	6	-2
O=[N+]([O-])c1cc(S(=O)(=O)c2ccc(N3CCCCC3)c([N+](=O)[O-])c2)ccc1N1CCCCC1	10	7	4	14	13	0	-2.2	.	-1	0
O=C(NCC1CCCN(C2Cc3ccccc3C2)C1)c1cccs1 (stereo not drawn)	5	-2	-60	2	-5	0	-0.4	0	2	-46
CC(C)(C)C(=O)C1=C(O)C(=O)N(c2ccccc2)C1c1ccccc1 (stereo not drawn)	0	4	-1	16	11	1	-0.2	-1	-3	3
CN(CC(=O)Nc1ccc(F)c(F)c1F)C(=O)c1ccc2c(c1)S(=O)(=O)N=C1CCCCCN12	7	.	-2	3	.	1	-0.4	-1	.	-2
O=C(CCC1CCCN(Cc2ccc(O)c(Cl)c2)C1)NCc1ccccc1F (stereo not drawn)	3	0	7	20	-1	3	-0.4	1	5	0
CCc1ccc(N2C(=O)c3sc4nnc(-c5ccccc5)c(=O)n4c3C2=O)cc1	2	-3	-6	12	-34	1	-0.2	0	4	-3
CN(C)C(CNC(=O)c1cccc(C#N)c1)c1ccco1 (stereo not drawn)	0	1	-1	9	1	-1	-0.8	0	-2	3
CC(=O)c1cc2c(cc1NC(=O)CSc1nnc(C)s1)OCO2	0	3	18	-2	-19	2	0.0	-2	-1	2
COc1ccc(C(c2nnnn2Cc2ccc(F)cc2)N2CCN(c3ccc(OC)cc3)CC2)cc1 (stereo not drawn)	8	-6	11	22	-2	-5	-0.7	1	1	7
Cc1sc(NC(=O)CCCCC(=O)Nc2sc(C)c(C)c2C(=O)O)c(C(=O)O)c1C	1	.	2	18	.	3	-0.4	-5	.	-3
Cc1ccnc(NC(=O)CCC(=O)N(CC(=O)NCCc2ccccc2)c2ccc(F)cc2)c1	11	0	8	6	-14	1	-0.2	-1	-2	1
CC(C)(C)c1ccc(/C=N/NC(=O)c2ccccn2)cc1	-36	1	-28	-2	-86	-4	-3.4	1	11	-17
O=C(NCCCn1ccnc1)c1ccncc1	-33	-1	-1	-3	0	0	0.3	0	0	-1
CC1C=CCC2C(=O)N(c3ccc(OC(=O)c4ccco4)cc3)C(=O)C12 (stereo not drawn)	14	-1	-14	9	1	-2	-0.1	-3	2	2
NC(=O)c1c(NC(=O)c2ccc(F)cc2Cl)sc2c1CCC2	-96	5	-1	7	-69	3	1.1	-2	4	-18
Cc1nonc1C(=O)N1CCCC(N2CCN(c3ccc(F)cc3)CC2)C1 (stereo not drawn)	-24	-12	-4	22	-17	2	0.5	0	-7	-6
C#CCOCCOCCOCCNc1nc(N2CCN(C(=O)[C@H](CCC(=O)O)n3cc(C(N)CO)nn3)CC2)nc(N2CCN(C(=O)[C@H](Cc3cc4ccccc4[nH]3)n3cc(C(N)[C@H](C)CC)nn3)CC2)n1 (stereo partly drawn)	15	1	33	3	-13	-6	-0.6	-3	5	4
CN(CC(=O)Nc1ccc(F)cc1)C(=O)COC(=O)/C=C/c1cccs1	-4	.	1	18	.	1	0.4	-1	.	1
CCC(NC(=S)NCc1ccc(F)cc1)c1ccc(C)cc1 (stereo not drawn)	8	5	18	-2	-24	3	-0.8	0	1	9

The results go on:
canonical_smiles	aSyn 5UTR inh	IEC-6 cytotox	HSF-1 act	AI-2 QS mod	KLF5 inh	GSK3beta inhib	HIF activator	GSK3A inh	HSP90 inh	HSF1 inhib
COc1cc(/C=C/C(=O)NNc2c(F)c(F)cc(F)c2F)ccc1OC(F)F	5	-8	-20	20	-19	-1	-0.1	4	-4	-18
Cc1ccc(N2CCCCn3c2nc2c3c(=O)[nH]c(=O)n2C)cc1	24	1	-23	17	12	-1	-0.2	9	-4	-4
Oc1ccc(/C=N/Nc2ccnc3cc(Cl)ccc23)cc1O	-78	13	27	5	-26	1	-0.1	1	11	0
CC(C)(C)NC(=O)C(=O)NNC(=O)COc1ccccc1	-1	-10	-3	23	-28	-1	-0.5	2	-3	-5

Bioassay records from PubChem BioAssay.
